# ABHD5 PLIN5 PPI: inhibitors of human ABHD5-perilipin-5 interaction; actives 0.78% (n = 360,000); Split G. princeps luciferase complementation, luminescence, 4 h; inhibition, % at 4 µM; Q00G26+Q8WTS1;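 active means inhibition above the mean inhibition across every tested compound plus 3 SD, cut at about 22% in these data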;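 further: 0% = DMSO only wells and the 100% control is not disclosed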
# NOD2-RIPK2 inh: inhibitors of human NOD2-RIPK2 interaction | O43353 | CHO BLA complementation NOD2-RIPK2, CCF4 ratio | inhibition, % at 4.98 µM | actives 0.38% (n = 360,000) | AID 624267; in the data active means inhibition above about 21%;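 further: 0% = vehicle only and 100% = reference blocker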
# Target sequence (O43353 whole entry, looked up): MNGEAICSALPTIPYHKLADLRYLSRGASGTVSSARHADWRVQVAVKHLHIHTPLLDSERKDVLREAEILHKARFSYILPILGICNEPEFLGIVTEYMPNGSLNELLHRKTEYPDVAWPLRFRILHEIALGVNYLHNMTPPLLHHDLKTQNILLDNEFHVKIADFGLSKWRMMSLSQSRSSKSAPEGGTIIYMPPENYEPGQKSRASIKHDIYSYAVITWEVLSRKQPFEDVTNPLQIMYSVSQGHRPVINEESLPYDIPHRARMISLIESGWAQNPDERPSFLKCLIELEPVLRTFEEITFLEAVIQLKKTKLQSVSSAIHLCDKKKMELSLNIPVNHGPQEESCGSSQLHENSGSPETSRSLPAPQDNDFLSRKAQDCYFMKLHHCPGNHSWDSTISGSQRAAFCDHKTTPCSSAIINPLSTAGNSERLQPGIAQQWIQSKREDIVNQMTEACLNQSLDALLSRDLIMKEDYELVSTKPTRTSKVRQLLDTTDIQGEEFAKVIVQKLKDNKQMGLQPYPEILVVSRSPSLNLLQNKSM
# SRC3 inh: inhibitors of human steroid receptor coactivator 3 (SRC3). actives 0.17% (n = 360,000). HEK293 GAL4-SRC3 luciferase reporter, luminescence. inhibition, % at 3.6 µM. Q9Y6Q9;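 active means inhibition above a per-campaign cutoff, the mean of all compounds plus 3 SD, cut at about 60% in these data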;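 further: 0% = DMSO-treated cells and 100% = gossypol-treated cells at 36 µM; higher means less SRC3-driven luciferase light from the GAL4 reporter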
# NR5A2 inv ag: suppresses constitutive activity of human LRH-1; O00482; HEK293T StAR-luciferase reporter, LRH-1 transfected, 24 h; actives 0.13% (n = 360,000); inhibition, % at 3.6 µM;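 active means inhibition above the mean inhibition of all tested compounds plus 3 SD, cut at about 73% in these data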;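 further: 0% = DMSO wells and 100% = reporter-only cells lacking LRH-1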
# SRC2 inh: human SRC2 (NCOA2) inhibition; Q15596; HEK293 GAL4-SRC2 luciferase reporter, luminescence; inhibition, % at 9 µM; actives 0.17% (n = 370,000); AID 651957;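 active means inhibition above the mean inhibition of all tested compounds plus 3 SD, set per campaign, cut at about 52% in these data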;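 further: 0% = DMSO treated cells and 100% = cells given Gossypol at 36 µM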
# LMP1 NFkB inh: inhibitors of Epstein-Barr LMP1-induced NF-kappaB reporter; LMP1-induced NF-kappaB luciferase reporter cells, luminescence; inhibition, % at 12.5 µM; actives 0.69% (n = 350,000); AID 504558; in the data active means inhibition above about 41%;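 further: 0% = neutral control wells and 100% = reference inhibitor control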
# NCOA1 inh: inhibitors of human steroid receptor coactivator 1 (SRC1) | inhibition, % at 3.6 µM | Q15788 | HEK293 GAL4-SRC1 luciferase reporter, luminescence | actives 0.12% (n = 360,000);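 active means inhibition above the campaign mean plus 3 SD, with each screening campaign given its own cutoff, cut at about 60% in these data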;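 further: 0% = DMSO treated cells and 100% = gossypol at 36 µM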
# TLR9-MyD88 block: blocks human TLR9 binding to MyD88; CHO BLA complementation TLR9-MyD88, CCF4 FRET ratio; inhibition, % at 4.98 µM; actives 0.21% (n = 340,000); AID 504734;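 active means inhibition above the mean over all tested compounds plus 3 SD, cut at about 21% in these data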;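 further: 0% = DMSO only wells and 100% = clavulanate BLA inhibitor control wells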
# MC4R antagonist: human MC4R antagonism in cAMP assay. actives 0.48% (n = 360,000). P32245. inhibition, % at 6.5 µM. MC4R-expressing cells, MTII-stimulated cAMP, LANCE TR-FRET;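 active means inhibition above its plate's cutoff, the mean of tested wells on that plate plus 3 SD, cut at about 29% in these data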;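 further: 0% = Melanotan II alone and 100% = Melanotan II plus saturating MCL0020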
#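 Test system: U2OS cells stably expressing human melanocortin 4 receptor (MC4R); also added: Melanotan II challenge; compound: 6.5 µM single dose; timing: 30-min compound preincubation, 1-h Melanotan II challenge, 1-h detection, room temperature; signal: Eu-cAMP/anti-cAMP TR-FRET, emission 671 nm; repeats: one well per compound, no replicates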
# MC4R barr agon: human MC4R agonism via beta-arrestin. activation, % at 8.9 µM. U2OS MC4R beta-arrestin complementation, luminescence; percent of melanotan II response, DMSO zero. P32245. actives 0.98% (n = 360,000). AID 540308;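 active means activation above a per-plate cutoff, the mean activation of sample wells on that plate plus 3 SD, cut at about 8% in these data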
# NR2F2 inh: NR2F2 (human) inhibition, primary screen. P24468. HEK293T NGFI-A luciferase reporter, luminescence. inhibition, % at 8.6 µM. actives 0.7% (n = 370,000). AID 686940;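 active means inhibition above a per-plate cutoff, mean inhibition of test wells between control levels plus 3 SD, cut at about 38% in these data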;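 further: cells cotransfected with COUP-TFII expression vector driving the NGFI-A reporter; 0% = median of COUP-TF2 test wells and 100% = reporter-only cells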
# Target sequence (P24468 whole entry, looked up): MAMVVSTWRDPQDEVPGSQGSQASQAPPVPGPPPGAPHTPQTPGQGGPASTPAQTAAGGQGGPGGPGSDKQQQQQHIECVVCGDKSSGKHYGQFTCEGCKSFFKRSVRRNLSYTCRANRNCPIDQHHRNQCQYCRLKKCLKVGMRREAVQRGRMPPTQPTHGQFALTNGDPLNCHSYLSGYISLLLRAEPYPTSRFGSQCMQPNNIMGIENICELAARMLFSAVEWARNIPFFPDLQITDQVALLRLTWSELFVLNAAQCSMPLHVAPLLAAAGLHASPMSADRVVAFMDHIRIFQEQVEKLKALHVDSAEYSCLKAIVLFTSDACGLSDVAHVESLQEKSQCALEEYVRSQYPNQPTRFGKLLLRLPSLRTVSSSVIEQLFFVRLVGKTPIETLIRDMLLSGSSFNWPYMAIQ
# The depositor's hits bear a star; x = no result given. Not all compounds are listed; count on the stated rates, not on these rows.
SMILES,ABHD5 PLIN5 PPI,NOD2-RIPK2 inh,SRC3 inh,NR5A2 inv ag,SRC2 inh,LMP1 NFkB inh,NCOA1 inh,TLR9-MyD88 block,MC4R antagonist,MC4R barr agon,NR2F2 inh
CN(C(=O)c1cc2n(n1)C(C(F)(F)F)CC(c1ccco1)N2)c1ccccc1 (stereo not given),9,-3,6,-27,-3,2,-19,0,-9,-0.6,11
COc1cc(NS(=O)(=O)c2ccc(NC(=O)/C=C/C(=O)O)cc2)nc(OC)n1,3,-2,-9,1,-32,3,1,-2,6,0.4,-27
CC(C)=CC(=O)NCCc1ccccc1,3,-13,-81,-143,-37,0,-88,0,-2,1.6,-29
O=[N+]([O-])CC(c1ccccc1)c1c[nH]c2ccccc12 (stereo not given),2,-2,10,26,-3,x,5,x,1,0.0,5
CN1/C(=C\C(=O)COC(=O)c2ccccc2O)C(C)(C)c2ccccc21,-3,-3,0,15,-8,-2,-4,4,-5,4.1,16
COc1ccc(S(=O)(=O)c2nnn(-c3ccccc3Cl)c2N)cc1,-3,4,7,-8,15,7,-29,5,7,-1.4,22
O=C(CN(Cc1cccs1)C(=O)CSc1nnc(COc2ccccc2)o1)NC1CCCC1,6,-8,14,-13,12,4,-8,-14,16,0.6,12
CCc1ccc(-c2cc3c(=O)n(CC(=O)NCCCN4CCN(Cc5ccccc5)CC4)nc(C)n3n2)cc1,15,8,-22,22,0,6,3,-5,-2,-0.2,-19
Cc1ccn2c(CNCCCn3cccn3)c(C(=O)N3CCCCCC3)nc2c1,-1,1,16,-10,-20,6,-7,-1,11,-2.1,24
COC(=O)C1=NN(c2ccc(C)cc2)C2C(=O)N(c3ccccc3OC)C(=O)C12 (stereo not given),-1,-11,5,-3,14,4,-11,-4,6,0.8,6
COc1ccccc1N1CCN(S(=O)(=O)CCNC(=O)COc2ccccc2)CC1,0,-15,18,-8,3,-11,-4,-9,7,1.8,10
CC(C)OCC(O)CN1CCN(CC(O)COc2ccc3c(c2)OCO3)CC1 (stereo not given),17,-1,5,2,13,6,4,-8,-6,3.7,6
Cc1ccc(OCc2nc(C#N)c(N3CCCCC3)o2)cc1,-2,3,26,-19,-32,-2,9,-2,3,-1.6,14
COC(=O)CN1C(=S)N(Cc2ccccc2)C(=O)C1CC(=O)Nc1ccc(Br)cc1 (stereo not given),-3,-7,17,-4,12,-5,-9,-4,9,7.8,-17
C/C(=N\Nc1ccc(C(F)(F)F)cn1)c1ccc(S(=O)(=O)NCc2ccco2)cc1,-1,4,3,6,-26,0,2,-8,1,1.7,-4
CCC(=O)C1CCCN(C(=O)c2ccc(OC3CCN(C(=O)CCOC)CC3)cc2)C1 (stereo not given),-8,9,10,-21,-6,-1,1,-3,12,-2.2,-3
Cc1c(C)n(CC(O)CN2C(=O)c3ccccc3S2(=O)=O)c2ccccc12 (stereo not given),8,-3,3,-1,19,9,-12,3,5,-0.8,1
OC(c1cccc(F)c1)c1ncc(-c2ccc3ccccc3c2)[nH]1 (stereo not given),1,1,-50,-61,-23,x,-36,x,7,-1.8,-13
COc1ccc(N2CCN(c3oc(COc4ccccc4)nc3C#N)CC2)cc1,-3,-3,30,-10,-43,10,7,5,1,-1.1,-16
Cc1ccc(N(CC(=O)Nc2c(C)cccc2C)S(C)(=O)=O)cc1,-4,-8,7,-7,11,4,10,-15,4,-0.3,-14
C/C(=C\c1ccco1)C1C(C#N)=C(N)Oc2n[nH]c(-c3ccccc3)c21 (stereo not given),-9,-5,0,10,-1,-5,-11,-5,-4,-1.9,7
C#CCNC(=O)C1=C[C@H](c2ccc3c(c2)OCO3)[C@@H](CCCO)[C@H](OCC)O1,-2,-7,2,-12,7,-8,1,-3,-2,-0.1,-7
Cc1nc(OCc2ccccc2)c2ccccc2n1,4,-4,2,7,-14,8,9,-14,5,0.7,7
COc1cc([N+](=O)[O-])ccc1-c1ccc(/C=N\n2cnnc2)o1,3,-8,1,-1,-27,-10,-1,-9,-4,-1.6,13
O=C(CN1C(=O)C(=O)N(C2CCCC2)C1=O)NCCc1ccc(Cl)cc1Cl,6,-20,18,4,-10,-2,-4,-1,7,-1.0,-9

# Ordered by molar mass (smallest number first): part of the list above.
SMILES,ABHD5 PLIN5 PPI,NOD2-RIPK2 inh,SRC3 inh,NR5A2 inv ag,SRC2 inh,LMP1 NFkB inh,NCOA1 inh,TLR9-MyD88 block,MC4R antagonist,MC4R barr agon,NR2F2 inh
O=[N+]([O-])CC(c1ccccc1)c1c[nH]c2ccccc12 (stereo not given),2,-2,10,26,-3,x,5,x,1,0.0,5
CN1/C(=C\C(=O)COC(=O)c2ccccc2O)C(C)(C)c2ccccc21,-3,-3,0,15,-8,-2,-4,4,-5,4.1,16
COc1ccc(S(=O)(=O)c2nnn(-c3ccccc3Cl)c2N)cc1,-3,4,7,-8,15,7,-29,5,7,-1.4,22
Cc1c(C)n(CC(O)CN2C(=O)c3ccccc3S2(=O)=O)c2ccccc12 (stereo not given),8,-3,3,-1,19,9,-12,3,5,-0.8,1
C/C(=N\Nc1ccc(C(F)(F)F)cn1)c1ccc(S(=O)(=O)NCc2ccco2)cc1,-1,4,3,6,-26,0,2,-8,1,1.7,-4
COC(=O)CN1C(=S)N(Cc2ccccc2)C(=O)C1CC(=O)Nc1ccc(Br)cc1 (stereo not given),-3,-7,17,-4,12,-5,-9,-4,9,7.8,-17

# The main list resumes, repeating the five entries before the break.
SMILES,ABHD5 PLIN5 PPI,NOD2-RIPK2 inh,SRC3 inh,NR5A2 inv ag,SRC2 inh,LMP1 NFkB inh,NCOA1 inh,TLR9-MyD88 block,MC4R antagonist,MC4R barr agon,NR2F2 inh
C/C(=C\c1ccco1)C1C(C#N)=C(N)Oc2n[nH]c(-c3ccccc3)c21 (stereo not given),-9,-5,0,10,-1,-5,-11,-5,-4,-1.9,7
C#CCNC(=O)C1=C[C@H](c2ccc3c(c2)OCO3)[C@@H](CCCO)[C@H](OCC)O1,-2,-7,2,-12,7,-8,1,-3,-2,-0.1,-7
Cc1nc(OCc2ccccc2)c2ccccc2n1,4,-4,2,7,-14,8,9,-14,5,0.7,7
COc1cc([N+](=O)[O-])ccc1-c1ccc(/C=N\n2cnnc2)o1,3,-8,1,-1,-27,-10,-1,-9,-4,-1.6,13
O=C(CN1C(=O)C(=O)N(C2CCCC2)C1=O)NCCc1ccc(Cl)cc1Cl,6,-20,18,4,-10,-2,-4,-1,7,-1.0,-9
CCOc1ccc(NC(=O)c2cccs2)c([N+](=O)[O-])c1,-5,-12,-100,-93,-69,-25,-127,1,-3,18*,-37
Cc1ccc(C)c(CSc2ncccc2C(=O)O)c1,-5,3,8,-1,-32,-3,12,-2,3,0.6,14
O=C(CSc1nnc(COc2ccccc2)o1)N1CCOCC1,5,-12,14,7,17,-5,4,-2,3,0.3,10
CCOC(=O)CNC(=O)CSc1nnc(Cn2cnc3ccccc32)n1C,-3,-6,13,7,-5,3,-18,5,-6,-2.2,0
C[C@@H]1CC2[C@@H]3CC[C@H]4CC(=O)CC[C@]4(C)C3=CC[C@]2(C)[C@@]1(O)C(=O)CO (stereo not given in full),11,0,-23,4,28,6,4,-10,14,-0.9,20
COc1ccccc1C(CNC(=O)C(C)(C)Oc1ccc(Cl)cc1)N1CCCC1 (stereo not given),0,1,9,5,-4,3,-4,-4,3,-1.7,-3
Cc1ccc(C2(C)NC(=O)N(CC(=O)N(Cc3ccccc3)C(C)(C)C)C2=O)cc1 (stereo not given),0,-11,-17,-15,3,-12,10,4,6,0.7,-10
Cc1ccc(OCc2nnc(SCC(=O)O)n2-c2ccccc2)cc1,2,-11,6,-11,22,-7,-15,-12,7,-2.6,6
COc1ccc(-c2nc(-c3ccccc3)nc(N3CCN(C)CC3)c2C#N)cc1,10,-8,10,8,-17,3,2,-13,-4,0.9,-16
C[C@H](CO)N1C[C@H](C)[C@@H](CN(C)Cc2ccc3c(c2)OCO3)Oc2c(NS(C)(=O)=O)cccc2C1=O,-1,1,5,-6,-18,-1,-18,-1,24,-0.8,16
Cc1nn(C)c(C(=O)N/N=C/c2ccc(C(F)(F)F)cc2)c1[N+](=O)[O-],-3,4,15,2,9,-7,-2,9,1,-2.4,-4
Cc1ccc(-n2cc(-c3ccccc3)c3c(NN4CCOCC4)ncnc32)cc1,3,10,20,-9,-20,2,10,-6,3,-3.2,-2
COC(=O)C1(C(C[N+](=O)[O-])c2ccco2)C(=O)NCC1c1ccccc1 (stereo not given),0,2,-14,10,-14,-1,9,x,-2,1.3,-12
CC(C)OC(=O)c1nnc(Cc2ccc(F)cc2)o1,4,-3,6,2,3,-5,-122,-9,1,-0.3,-20
C(=N\Nc1nc(N2CCCC2)nc(N2CCCC2)n1)/c1ccncc1,-2,3,14,0,-21,-1,0,3,0,-0.1,-18
O=C(CN1C(=O)C2CCCCC2C1=O)Nc1nccs1 (stereo not given),-1,-2,-5,6,-27,5,-4,-2,0,-0.3,5
CC(C)N1CCCC(C)(C(=O)Nc2cccc(Oc3ccccc3)c2)C1 (stereo not given),-1,-8,-2,4,5,x,-9,x,-6,1.3,15
CCCc1cc(=O)oc2c(C)c(OCC(=O)NCCN3CCOCC3)ccc12,-2,-8,2,52,4,-5,-8,-1,0,-3.7,14
CC(C)CC1C(=O)N(Cc2cn(Cc3ccco3)nn2)CCS(=O)(=O)N1Cc1ccc(-c2ccc(F)cc2)cc1 (stereo not given),-3,-9,6,-13,16,-4,17,0,17,1.0,14
COc1cc2c(cc1OC)[C@H](C)N(C(=O)NCc1ccccc1)CC2,7,-10,-21,-12,-36,5,-37,-5,5,-2.2,4
NC(=S)N/N=C/c1cc([N+](=O)[O-])ccc1OCCOc1ccccc1,-7,2,10,17,-18,6,10,5,-12,16*,-18
COc1ccccc1NC(=O)CN1CCCCC1,-5,-5,-3,5,6,-8,7,-3,3,-0.9,6
O=C(OC1CCCCC1=O)c1cc(=O)c2ccccc2o1 (stereo not given),2,0,3,-1,10,-3,0,3,16,-2.5,12

# High-throughput results deposited in PubChem BioAssay by several laboratories.
